DT40 TDP1 CPT: qHTS for Inhibitors of human tyrosyl-DNA phosphodiesterase 1 (TDP1): qHTS in cells in presence of CPT. chicken DT40 Tdp1-/-;hTDP1 cells + 20 nM CPT, ATP luminescence, 48 h. 12% of 420,000 active. Potency, µM (series often up to 46.2 µM), for inactives: at the top dose activity change, negative = growth inhibition, most hits filed as inhibitors; also: nearly all actives have a fitted effect of over 55% in size
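Cell growth measured by CellTiter-Glo luminescence after a minimum 48 h, 37 C compound exposure with 20 nM CPT in Tdp1-knockout DT40 cells stably expressing hTDP1, seeded 400/well; qHTS titration format.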
TDP1 cell noCPT: qHTS for Inhibitors of human tyrosyl-DNA phosphodiesterase 1 (TDP1): qHTS in cells in absence of CPT | DT40 Tdp1-/- hTDP1 cells, no CPT, ATP luminescence, 48 h | Potency, µM (series often up to 46.2 µM), inactives show at the top dose activity change, negative = growth inhibition, most hits filed as inhibitors | 15% of 420,000 active; also: nearly all actives have a fitted effect of over 55% in size
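No-CPT arm: Tdp1-/-;hTDP1 DT40 cells (400/well) plus compounds, incubated ≥48 hr at 37 °C. Readout CellTiter-Glo luminescence.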
TDP1 inh: qHTS Assay for Inhibitors of Tyrosyl-DNA Phosphodiesterase (TDP1) | Tyrosyl-DNA phosphodiesterase 1 (Homo sapiens), Q9NUW8 | 0.28% of 350,000 active | Potency, µM (highest dose often 130 µM), for inactives: at the top dose activity change, negative = inhibition, usual class: inhibitors | recombinant TDP1, AlphaScreen DNA substrate cleavage; also: nearly all actives have a fitted effect of over 40% in size
Target sequence (Q9NUW8 whole entry, looked up): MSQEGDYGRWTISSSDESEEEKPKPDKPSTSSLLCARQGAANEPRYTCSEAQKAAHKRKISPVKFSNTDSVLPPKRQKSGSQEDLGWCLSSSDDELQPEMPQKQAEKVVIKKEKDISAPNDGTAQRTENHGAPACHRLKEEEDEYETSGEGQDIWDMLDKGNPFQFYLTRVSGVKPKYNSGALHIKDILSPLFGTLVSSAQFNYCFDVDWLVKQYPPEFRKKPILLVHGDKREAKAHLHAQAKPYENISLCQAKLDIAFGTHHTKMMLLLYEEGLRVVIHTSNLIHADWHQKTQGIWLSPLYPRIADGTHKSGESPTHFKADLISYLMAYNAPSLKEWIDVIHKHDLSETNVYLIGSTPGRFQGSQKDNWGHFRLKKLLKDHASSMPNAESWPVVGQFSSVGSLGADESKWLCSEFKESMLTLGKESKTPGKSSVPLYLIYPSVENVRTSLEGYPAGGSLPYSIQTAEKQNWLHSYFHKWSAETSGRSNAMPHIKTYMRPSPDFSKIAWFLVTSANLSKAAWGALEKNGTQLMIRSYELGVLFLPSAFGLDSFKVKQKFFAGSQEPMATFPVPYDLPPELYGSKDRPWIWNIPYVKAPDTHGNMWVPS
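Steps: enzyme plus compound, 15 min RT; add biotin/phosphotyrosine-FITC oligonucleotide (15 nM final), react 5 min; add donor/acceptor beads (10 ug/ml final), 10 min; read AlphaScreen. Tdp1 at 1 nM final.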
* marks the source's active call; other numbers are inactive results; u = inconclusive; x = no result given; & = joins results of further samples; [ ] = remark or other dose. Calls follow the shape of the dose curve; as a rule, active = well fitted curve in the direction sought with a large enough effect; inconclusive = small, poorly fitted or top-dose-only effect, or another doubt; inactive = no such curve, though single readings can be large; an effect the other way counts as inactive or inconclusive. % is scaled to controls: 0 for no effect and ±100 for the full control effect; potency is read from the fitted curve at half-maximal effect. An unsorted share of the library; 18% or so of the library scored in one or more.

Each structure is followed by: DT40 TDP1 CPT, TDP1 cell noCPT, TDP1 inh
N#Cc1cccc(NC(=O)N2CC3(CCN(C(=O)c4ccco4)CC3)C2)c1
 : -3%, -12%, x
CC(C)CC(=O)N=C1SC2CS(=O)(=O)CC2N1Cc1ccccc1Cl (stereo not drawn)
 : -21%, -21%, 4%
CC(C)c1ccc(NC(=O)COC(=O)CC2CCCC2)cc1
 : 7%, -4%, -11%
N#Cc1ccc(N/N=C/c2cn(-c3ccccc3)nc2-c2ccccc2)c([N+](=O)[O-])c1
 : 3.7µM*, 8.2µM*, 5%
Fc1ccc(-c2csc(-c3ccncc3)n2)cc1
 : 16%, 16%, 5%
N#Cc1c(-c2ccc(Cl)cc2)cc(-c2ccccc2)nc1SCC(=O)O
 : 18µM*, u, x
O=C(N/N=C/c1cccc([N+](=O)[O-])c1)c1cccs1
 : -10%, -10%, -3%
CC(C)(C)C1CCC(C(=O)Nc2ccccc2)CC1 (stereo not drawn)
 : u, u, -1%
COc1ccc(C)cc1NC(=O)c1oc2ccc(S(=O)(=O)N3CCC4(CC3)OCCO4)cc2c1C
 : u, u, -3%
CCc1nc2oc3ccc(C)cc3c(=O)c2cc1C(=O)OC
 : -4%, u, x
COc1cc(OC)cc(C(=O)NNC(=O)c2cc3ccccc3cc2O)c1
 : u, u, x
N#C/C(=C\c1ccc(N2CCOCC2)o1)c1nc2ccccc2[nH]1
 : u, 23µM*, 12%
CCCNC(=O)c1ccc(COc2ccc(C)cc2)o1
 : 1%, -26%, 0%
CC(CN1CCCCC1)OC(=O)c1ccco1 (stereo not drawn)
 : 6%, -8%, x
O=C(NCc1cccnc1)C(=O)c1c[nH]c2ccccc12
 : -20%, -16%, x
Cc1c(-c2nsc(NC(=O)c3ccc(Cl)cc3)n2)nnn1-c1ccc(C(C)C)cc1
 : 10µM*, 9.2µM*, 5%
Cc1ccccc1NC(=O)c1ccc(NC(=O)c2ccco2)cc1
 : -20%, -14%, 1%
CCCCN(CC)CCNC(=O)c1cc2c(=O)[nH]c3ccccc3c2s1
 : u, u, x
COc1cc(/C=N/O)ccc1Oc1ccc([N+](=O)[O-])cc1[N+](=O)[O-]
 : u, 18µM*, 5%
CCOC(=O)NN1C(=O)c2ccccc2NC1c1ccc(OC)cc1 (stereo not drawn)
 : u, u, -3%
COc1ccc(C2C(C(N)=O)=C(C)Nc3nc(CCCO)nn32)cc1OC (stereo not drawn)
 : u, -17%, x
CC1=C(C(=O)N2CCOCC2)C(c2cccs2)NC(=O)N1 (stereo not drawn)
 : 2%, -21%, -2%
COc1ccc(S(=O)(=O)N(C)C[C@H]2Oc3ccc(NS(=O)(=O)c4ccccc4)cc3C(=O)N([C@H](C)CO)C[C@@H]2C)cc1
 : -26%, -9%, -6%
COc1ccc(S(=O)(=O)NC(C)C(=O)NCc2ccncc2)cc1C (stereo not drawn)
 : 1%, 4%, 0%
COc1ccccc1Cn1c(C)c(C(=O)NCc2ccco2)sc1=O
 : u, u, x
CC(C)(C)N1CC(C(=O)Nc2ccc(S(N)(=O)=O)cc2)CC1=O (stereo not drawn)
 : 0%, 5%, 3%
C=CCNC(=O)CCCCC(=O)NCC=C
 : -1%, -15%, 4%
COc1cc(C2c3c(-c4cc(C)ccc4O)n[nH]c3C(=O)N2Cc2ccco2)cc(OC)c1OC (stereo not drawn)
 : u, u, 14%
COC(=O)c1c(NC(=O)c2ccn(C)n2)sc2c1CCC2
 : -3%, -2%, 4%
C/C(=N\NC(=O)C(=O)Nc1cc(C)ccc1C)c1ccncc1
 : -6%, -8%, x
CCN(CC)CCN(CC)Cc1ccccc1Br
 : -17%, -14%, -2%
COc1ccc(NC(=O)CN2CCN(CC(=O)Nc3ccccc3F)CC2)c(OC)c1
 : 23µM*, u, -1%&9%
Cc1csc(CN(C)C(=O)CC2C(=O)NCCN2Cc2ccc(F)c(F)c2)n1 (stereo not drawn)
 : -7%, u, 4%
Brc1ccc(C=Nc2ccc3c(c2)OCCOCCOCCO3)s1
 : 1%, 0%, 5%
CCOC(=O)c1ccc(NC(=O)CC2S/C(=N/N=C3/NC(=O)CS3)NC2=O)cc1 (stereo not drawn)
 : -6%, -19%, 2%
Cc1ccccc1CNC(=O)C1CCCN(c2cnccn2)C1 (stereo not drawn)
 : 4%, -18%, 4%
COc1ccc(S(=O)(=O)N2CCCC(C(=O)NCCCn3ccnc3)C2)cc1OC (stereo not drawn)
 : u, -13%, 6%[0.0935 µM]
Cn1cc(C(=O)NCC(=O)Nc2ccccc2Br)cn1
 : -14%, 4%, 1%
CC(C)C(=O)Nc1ccc(-c2nnc(-c3ccccc3)o2)cc1
 : -12%, u, x
CCOC(=O)Cn1nc2sc3ccccc3n2c(=O)c1=O
 : -2%, -23%, 5%
Cc1ccc(Sc2ncccc2C(=O)O)cc1C
 : -5%, 8%, 1%
N#CC(=C1C=C(Br)C(=NO)C=C1Cl)c1cccc2ccccc12
 : u, u, x
CC(=O)N1c2ccc(S(=O)(=O)NCC3CCC(C(=O)NCc4ccco4)CC3)cc2CC1C (stereo not drawn)
 : -23%, 6%, 3%
COc1cc2oc3ccccc3c(=O)c2cc1OC
 : u, u, x
COC(=O)c1ccc(OCC(O)CN(CC(C)C)CC(C)C)cc1 (stereo not drawn)
 : u, 29µM*, 4%
O=C1C(=O)N(CCN2CCOCC2)C(c2ccccc2)/C1=C(\O)c1ccc2c(c1)OCCO2 (stereo not drawn)
 : 3%, -1%, 4%
O=C(CCc1nc(-c2ccccc2)no1)NCc1ccccc1CN1CCOCC1
 : u, u, 1%
COC(=O)c1ccc(NC(=O)CSCc2ccccc2C)cc1
 : -23%, u, -2%
CC(Sc1nc(N)cc(=O)[nH]1)C(=O)Nc1cccc(Cl)c1 (stereo not drawn)
 : 8%, -19%, -5%
CCCCC(c1nnnn1C1CCCC1)N1CCN(C2CCCC2)CC1 (stereo not drawn)
 : -16%, -23%, 3%

Next results:
SMILES	DT40 TDP1 CPT	TDP1 cell noCPT	TDP1 inh
Cc1ccccc1CS(=O)(=O)c1ccc(C(=O)N2CCOCC2)cc1[N+](=O)[O-]	u	12µM*	6%
CCC1NC(=O)c2cc(S(N)(=O)=O)c(Cl)cc2N1 (stereo not drawn)	u	u	x
O=C(NCCc1ccc(S(=O)(=O)N2CCCC2)cc1)c1cccs1	-10%	-23%	-4%
CCn1nnc(NC(=O)c2cccnc2)n1	-13%	-6%	2%
O=C1CCC([N+](=O)[O-])C(c2cccc(Br)c2)N1 (stereo not drawn)	-23%	-10%	1%
NC(=O)C1(N2CCCCC2)CCN(C(=S)Nc2cccc(Cl)c2)CC1	3%	-23%	2%
O=C(NCC1CC1)Nc1cccc(Cl)c1	-9%	1%	x
Cc1cc(C)c2c(-n3cccc3)c(C(=O)NCCCN3CCCCC3C)sc2n1 (stereo not drawn)	u	-89%	9%
O=C(CSc1ncn(-c2ccccc2)n1)Nc1ccc2c(c1)OCCO2	-22%	-8%	5%
CCOc1ccc2nc(N(CCCN(C)C)C(=O)c3ccc4c(c3)CCCC4)sc2c1	u	u	8%
COC(=O)C1=C(C)N(CCc2c[nH]c3ccc(OC)cc23)C(=O)C1	-7%	-29%	6%
COc1ccc(OC)c2sc(N(CCN(C)C)C(=O)/C=C/c3cccs3)nc12	u	u	7%
Cc1ccc(NC(=O)NCCOCCn2c(=O)oc3ccccc32)c(C)c1	4.6µM*	5.8µM*	2%
O=C(NCC(c1ccco1)N1CCCCC1)c1ccc(S(=O)(=O)Nc2ccccc2)cc1 (stereo not drawn)	u	u	-8%[0.505 µM]
O=C(CSCc1ccc(Cl)cc1)NN=C1CCCC1	-11%	-8%	-3%
CC1(C)CC(=O)C(C=NCCC2=CCCCC2)=C(O)C1	-2%	-11%	6%
CCOc1ccc(CNCc2ccc(C(=O)O)cc2)cc1OC	0%	0%	5%
CN(C(=O)COC(=O)c1ccccc1NC(=O)c1ccco1)C1CCS(=O)(=O)C1 (stereo not drawn)	3%	17%	-5%
O=C(O)CCC(=O)Nc1ccc(S(=O)(=O)N2CCCC2)cc1	14%	0%	-2%
O=c1ccc2c(-c3ccccc3S(=O)(=O)O)c3ccc(O)c(O)c3oc-2c1O	16µM*	12µM*	12%
O=C(NCCc1ccccc1)C1CCC(CNS(=O)(=O)c2ccc(F)cc2)CC1 (stereo not drawn)	2%	22%	1%
Cc1sc2nc(SCC(=O)Nc3ccc(S(N)(=O)=O)cc3)[nH]c(=O)c2c1C	3%	11%	-10%
CCOc1ccc(N=C2Sc3nc4ccc(C)cc4cc3CN2CCOC)cc1	u	u	5%
CC(C)NC(=O)C1(C)CCN1C(=O)C(c1ccccc1)c1ccccc1 (stereo not drawn)	-9%	-15%	x
O=C(Nc1ccc(O)cc1)/C(=C\c1ccncc1)NC(=O)c1ccccc1	4%	0%	-5%
COc1ccc(C(=O)Nc2ccccc2C(=O)NC(C)C)cc1OC	u	u	4%
CC1(C)CC(CC(=O)NC(=S)Nc2ccc([N+](=O)[O-])cc2)C(=O)O1 (stereo not drawn)	-15%	-24%	3%
O=c1[nH]c(C2CCN(S(=O)(=O)/C=C/c3ccccc3)CC2)nc2c1nnn2Cc1ccccc1	u	u	x
O=C(NCc1ccccn1)c1n[nH]c(=O)c2ccccc12	-12%	-2%	-5%
O=C(CSc1ncccn1)Nc1ncc(C(F)(F)F)cc1Cl	0%	22%	2%
Cn1c(CNC(=O)c2cccs2)nnc1SCC(=O)Nc1ccc(Cl)cc1	-7%	-11%	-3%[56.1 µM]
CCOc1ccc(-c2nc(CSCC(=O)NCCc3ccccc3)c(C)o2)cc1	u	18µM*	5%
Cc1cc(C)c(NC(=O)Cn2cc(S(=O)(=O)Cc3ccccc3F)c3ccccc32)c(C)c1	u	u	-7%
Cc1cc(C(=O)NC2CCCC2)c2ccccc2n1	22%	8%	x
CCCOC(=O)c1ccc(NC(=O)C2C3CCC(C3)C2C(=O)O)cc1 (stereo not drawn)	1%	-13%	5%
CCOC(=O)C1CCCN(CC(=O)c2ccc(F)cc2)C1 (stereo not drawn)	-19%	-27%	x

Whole records from above. Order of screens: DT40 TDP1 CPT | TDP1 cell noCPT | TDP1 inh
`O=C(CSc1ncccn1)Nc1ncc(C(F)(F)F)cc1Cl` is listed with 0% | 22% | 2%
`Cn1c(CNC(=O)c2cccs2)nnc1SCC(=O)Nc1ccc(Cl)cc1` is listed with -7% | -11% | -3%[56.1 µM]

Next part.
SMILES	DT40 TDP1 CPT	TDP1 cell noCPT	TDP1 inh
CC1(C(=O)NS(=O)(=O)c2ccccc2)CCN1C(=O)Cc1cccs1 (stereo not drawn)	-3%	-2%	x
CSc1nc2ccc3nc(NC(=O)c4ccc(Cl)s4)sc3c2s1	-29%	-9%	3%
O=C(NCC(c1ccc2c(c1)OCO2)N1CCN(c2ccccc2)CC1)c1ccccc1 (stereo not drawn)	13µM*	10µM*	8%
CSc1ccc(CCNC(=O)c2ccc(-c3nc(COc4ccc(C)cc4)c(C)o3)cc2)cc1	-3%	-6%	3%
Cc1ccc(NC(=O)CSc2nnc3scc(-c4ccc(Cl)cc4)n23)cc1	-10%	-21%	x
COc1ccc(-c2noc(CCC(=O)NC3CCCCCC3)n2)cc1OC	u	u	x
COc1ccc(N(CC(=O)N/N=C/c2cccnc2)S(=O)(=O)c2ccccc2)c(OC)c1	-24%	u	4%[56.1 µM]
CCOC(=O)C1=C(C)N(CC)C(=S)NC1c1ccccc1OC(F)F (stereo not drawn)	28%	-9%	-3%
Cc1ccccc1CNC(=O)c1cc2cccc3c2n1CC(C)S3 (stereo not drawn)	u	u	-3%
COC(=O)CCC[N+](C)(C)C	-2%	-11%	x
Cc1cccc(C(=O)Nc2ccc(C(=O)/C=C/c3ccncc3)cc2)c1	u	u	x

An excerpt of these results, field by field.
compound: CCOC(=O)C1CCCN(CC(=O)c2ccc(F)cc2)C1 (stereo not drawn)
- DT40 TDP1 CPT = -19%
- TDP1 cell noCPT = -27%
- TDP1 inh = x

compound: O=c1ccc2c(-c3ccccc3S(=O)(=O)O)c3ccc(O)c(O)c3oc-2c1O
- DT40 TDP1 CPT = 16µM*
- TDP1 cell noCPT = 12µM*
- TDP1 inh = 12%

compound: O=C(NCCc1ccccc1)C1CCC(CNS(=O)(=O)c2ccc(F)cc2)CC1 (stereo not drawn)
- DT40 TDP1 CPT = 2%
- TDP1 cell noCPT = 22%
- TDP1 inh = 1%

compound: CC(C)C(=O)Nc1ccc(-c2nnc(-c3ccccc3)o2)cc1
- DT40 TDP1 CPT = -12%
- TDP1 cell noCPT = u
- TDP1 inh = x

Source: PubChem BioAssay
